# AmpC no deterg: inhibitors of E. coli AmpC beta-lactamase without detergent; Potency, µM (titrated, usually from 57.1 µM), without a hit: top-dose activity change, negative = inhibition, hits mostly inhibitors; P00811; actives 0.52% (n = 330,000); AmpC nitrocefin hydrolysis, absorbance 480 nm, 0.0001% Triton;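 note: potency is the fitted concentration of half-maximal effect; plate controls were no compound for no effect and no enzyme for full effect; nearly all actives have a fitted effect of over 20% in size; some results filed as inactive show a strong effect at the top dose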
# Target sequence (P00811 whole entry, looked up): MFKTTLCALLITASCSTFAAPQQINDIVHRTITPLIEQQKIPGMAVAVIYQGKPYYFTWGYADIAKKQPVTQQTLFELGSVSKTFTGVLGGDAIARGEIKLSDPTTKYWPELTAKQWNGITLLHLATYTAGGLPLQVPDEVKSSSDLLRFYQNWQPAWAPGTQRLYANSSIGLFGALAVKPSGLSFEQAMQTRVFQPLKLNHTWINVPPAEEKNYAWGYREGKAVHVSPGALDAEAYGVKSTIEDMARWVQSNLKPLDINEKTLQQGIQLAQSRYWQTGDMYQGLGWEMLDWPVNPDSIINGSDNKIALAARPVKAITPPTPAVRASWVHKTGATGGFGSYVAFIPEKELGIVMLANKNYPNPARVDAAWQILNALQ
#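 AmpC (5.3 nM in the dispensed reagent) in 20 mM phosphate pH 7.0 with 0.01% (detergent screen) or 0.0001% Triton X-100 was preincubated with compounds for 15 min at room temperature. Nitrocefin was then added from an 800 uM solution, and hydrolysis was followed at 480 nm.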
# Sm TGR block: inhibitors of Schistosoma mansoni thioredoxin glutathione reductase | actives 3% (n = 360,000) | purified TGR, DTNB reduction, TNB absorbance 405 nm | Potency, µM (series often up to 114 µM), for inactives: top-dose activity change, negative = inhibition, most hits filed as inhibitors; note: potency is the fitted concentration of half-maximal effect; nearly all actives have a fitted effect of over 60% in size
#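 Kinetic colorimetric format: TGR-catalysed, NADPH-driven DTNB reduction monitored via TNB absorbance. Enzyme dispensed at 20 nM; compound exposure 15 min at room temperature before reaction start.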
# HCMV inh: blocks human cytomegalovirus replication. actives 4.5% (n = 410,000). activity change, negative = inhibition, % at 57.5 µM. AID 1259415. HFF cells, HCMV-luciferase reporter, 72 h; hits give low values; in the data active = activity change below about -60%; inconclusive = no clear call, values can overlap the other calls; inactive = above about -39%
#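 Two compound doses tested in HFFs infected with HCMV-luciferase, MOI 1 PFU/cell, 72 h at 37C. Lysate luminescence read with OneGlo; data normalized against buffer-only and 10uM Salinomycin inhibitor controls.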
# AmpC inh detg: blocks E. coli AmpC beta-lactamase in detergent assay | P00811 | AID 485294 | actives 0.041% (n = 370,000) | Potency, µM (series often up to 114 µM), for the others: at the top dose activity change, negative = inhibition, hits mostly inhibitors | AmpC hydrolysis of nitrocefin, absorbance 480 nm, 0.01% Triton;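 note: potency is the fitted concentration of half-maximal effect; 0% = no-compound wells and -100% = no-enzyme wells; nearly all actives have a fitted effect of over 25% in size; some results filed as inactive show a strong effect at the top dose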
#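 AmpC (5.3 nM in the dispensed reagent) in 20 mM phosphate pH 7.0 with 0.01% (detergent screen) or 0.0001% Triton X-100 was preincubated with compounds for 15 min at room temperature. Nitrocefin was then added from an 800 uM solution, and hydrolysis was followed at 480 nm.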
# Giardia FBPA inh: inhibitors of Giardia lamblia fructose-1,6-bisphosphate aldolase; purified Giardia FBPA; actives 0.71% (n = 290,000); AID 2451; Potency, µM (top dose mostly 59.6 µM), without a hit: top-dose activity, negative = inhibition, most hits filed as inhibitors; A8B2U2; note: potency is the fitted concentration of half-maximal effect; nearly all actives have a fitted effect of over 55% in size
# Target sequence (A8B2U2 whole entry, looked up): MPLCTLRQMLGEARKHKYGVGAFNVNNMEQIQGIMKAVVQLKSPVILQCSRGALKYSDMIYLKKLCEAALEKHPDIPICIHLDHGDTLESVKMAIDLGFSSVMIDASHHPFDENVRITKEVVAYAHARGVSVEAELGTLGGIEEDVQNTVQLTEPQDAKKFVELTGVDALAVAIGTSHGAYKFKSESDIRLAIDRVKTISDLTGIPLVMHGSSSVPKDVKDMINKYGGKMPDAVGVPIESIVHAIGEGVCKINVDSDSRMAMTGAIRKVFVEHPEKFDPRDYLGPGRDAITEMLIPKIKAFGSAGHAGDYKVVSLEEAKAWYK
#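 40 nM FBPA preincubated 10 min at RT with compound (up to 57.5 uM final), then substrate plus GAPDH/TPI/NAD/arsenate coupling and diaphorase/resazurin added. Fluorescence read after 20 min at RT, 525/598 nm.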
# AMA1 RON2 block: disrupts binding of P. falciparum AMA1 to RON2; actives 0.2% (n = 360,000); Potency, µM (series often up to 58.2 µM), for the others: top-dose activity change, negative = inhibition, actives largely listed as inhibitors; AID 720542; AlphaScreen AMA1-biotinylated RON2 peptide binding;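 note: potency is the fitted concentration of half-maximal effect; 0% = vehicle wells and -100% = peptide control; nearly all actives have a fitted effect of over 45% in size; some results filed as inactive show a strong effect at the top dose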
#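 AMA1 (3D7) with his tag at 25 nM final met compounds first, then biotinylated RON2 peptide at 25 nM; detection used donor plus acceptor beads, 10 µg/mL apiece, read by AlphaScreen after 30 min at room temperature.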
# * hit, by the source's call; u = inconclusive; x = no result given; & = joins results of further samples; [ ] = remark or other dose. Unless noted, calls come from the whole dose curve; as a rule, active = well fitted curve in the direction sought with a large enough effect; inconclusive = small, poorly fitted or top-dose-only effect, or another doubt; inactive = no such curve, though single readings can be large; an effect the other way counts as inactive or inconclusive. Unless noted, % is set by controls: 0 for no effect and ±100 for the full control effect.
SMILES,AmpC no deterg,Sm TGR block,HCMV inh,AmpC inh detg,Giardia FBPA inh,AMA1 RON2 block
Cc1cnc(C(=O)OCC(=O)N2c3ccccc3CC2C)cn1 (stereo unspecified),-16%,-3%,-30,-4%,-7%,9%
O=C(Cc1cccs1)N1CCN(S(=O)(=O)c2ccc(Cl)c(C(F)(F)F)c2)CC1,0%,0%,4,-8%,x,0%
COc1ccc(CNc2nc3ccccc3n2C)c(O)c1,-19%,1%,85,6%,0%,0%
COc1ccccc1CC(NC(C)=O)C(=O)NC1CCN(S(=O)(=O)c2ccccc2)CC1 (stereo unspecified),50%,-3%,-13,-10%,-3%,0%
Cc1cc(-c2ccccc2)nc(SC(C(=O)O)c2ccccc2)n1 (stereo unspecified),-28%,-1%,-18,4%,3%,-8%
C/C(=N/NS(=O)(=O)c1ccc(Br)cc1)c1ccc(C)o1,-15%,u,-19,-13%,7%,8%[2.32 µM]
Cc1ccc(NC(=O)COC(=O)c2cccc(C)c2[N+](=O)[O-])cc1S(=O)(=O)N1CCCCC1,-28%,x,-13,x,x,-10%
Cc1ccc(NC(=O)CN(C)S(=O)(=O)c2cccs2)cc1F,-4%,12%,19,0%,-5%,0%
O=S(=O)(c1ccccc1)c1nc(-c2ccc(F)cc2)oc1N1CCCCCC1,x,-2%,-21,27%,x,x
CCOc1cc2c(cc1OCC)-n1cccc1C(c1cc(OC)ccc1F)NC2 (stereo unspecified),90%[activator],-8%,92,-8%,-19%,u

# Quoted from the results shown for reference:
SMILES,AmpC no deterg,Sm TGR block,HCMV inh,AmpC inh detg,Giardia FBPA inh,AMA1 RON2 block
Cc1ccc(NC(=O)CN(C)S(=O)(=O)c2cccs2)cc1F,-4%,12%,19,0%,-5%,0%
O=S(=O)(c1ccccc1)c1nc(-c2ccc(F)cc2)oc1N1CCCCCC1,x,-2%,-21,27%,x,x
CCOc1cc2c(cc1OCC)-n1cccc1C(c1cc(OC)ccc1F)NC2 (stereo unspecified),90%[activator],-8%,92,-8%,-19%,u

# Next section:
SMILES,AmpC no deterg,Sm TGR block,HCMV inh,AmpC inh detg,Giardia FBPA inh,AMA1 RON2 block
CCN1CCN(CCOc2ccc(Cl)cc2)CC1,-1%,11%,-11,-7%,u,-3%
CCN(CC(=O)Nc1ccccc1OC)C(=O)c1cccc(-n2cccc2)c1,19%,u,4,-12%,x,-18%
CC(NCCC(c1ccccc1)c1ccccc1)c1ccccc1 (stereo unspecified),8%,-3%,-40,u,-9%&-1%,-5%
CCOc1cc(C(=O)N(Cc2nc(-c3ccc(C)cc3)no2)C(C)C)cc(OCC)c1OCC,x,6%,-83*,6%,x,x
O=C(O)c1cccc(N2C(=O)c3cccc(Oc4ccc(Cl)cc4)c3C2=O)c1,-34%,-12%,-28,-14%,16%,-4%
COc1ccc(-c2c(-c3ccc(OCC(=O)NN)cc3O)n[nH]c2C)cc1,-12%,2%,18,-2%,-27%,59%[activator]
CCOC(=O)COc1ccc(Oc2nc(C)cc(OC)n2)nn1,-8%,-2%,55,1%,4%,-9%
NS(=O)(=O)c1ccc(-c2ccc(/C=C3\C(=O)Nc4ccccc43)o2)cc1,-37%,-27%,x,u,13%,x
Clc1cccc(Cl)c1NC1=NCCC1,-11%,3%,-7,u,1%,39%
CCc1noc(C)c1C(=O)Nc1nc(-c2ccccc2)cs1,-20%,-1%,24,-17%,x,-2%

# An excerpt from above in order of molar mass, rising:
SMILES,AmpC no deterg,Sm TGR block,HCMV inh,AmpC inh detg,Giardia FBPA inh,AMA1 RON2 block
CCN1CCN(CCOc2ccc(Cl)cc2)CC1,-1%,11%,-11,-7%,u,-3%
CCc1noc(C)c1C(=O)Nc1nc(-c2ccccc2)cs1,-20%,-1%,24,-17%,x,-2%
COc1ccc(-c2c(-c3ccc(OCC(=O)NN)cc3O)n[nH]c2C)cc1,-12%,2%,18,-2%,-27%,59%[activator]
CCN(CC(=O)Nc1ccccc1OC)C(=O)c1cccc(-n2cccc2)c1,19%,u,4,-12%,x,-18%
O=C(O)c1cccc(N2C(=O)c3cccc(Oc4ccc(Cl)cc4)c3C2=O)c1,-34%,-12%,-28,-14%,16%,-4%

# (listing goes on)
SMILES,AmpC no deterg,Sm TGR block,HCMV inh,AmpC inh detg,Giardia FBPA inh,AMA1 RON2 block
CC1=C/C(=N\OC(=O)/C=C/c2ccccc2)C(C)=CC1=O,-10%,2%,-16,-1%,-19%,3%
CC(C)N1CCc2nc(SCC(=O)Nc3cccc(F)c3)[nH]c(=O)c2C1,x,-1%,-5,-7%,x,x
CCN(CC)Cc1cc(Nc2ccnc3cc(Cl)ccc23)ccc1O,-3%&-19%,-11%&-35%,-28&-32,-8%&-6%,-7%,11%&-4%
CCOC(=O)C1=C(C)N(c2ccccc2)C(=O)/C1=C\c1ccc(O)c(OC)c1,-10%,3.2µM*,-17,1%,18µM*,u
COc1cc(N=Nc2cccc(S(N)(=O)=O)c2)c2ccccc2c1N,-32%,56µM*,-66*,-15%,u,-25%
CCn1c2ccccc2c2cc(NC(=O)c3cc(C)on3)ccc21,-30%,1%,-32,5%,-12%,u
COC(=O)c1ccc(N2C(=O)C3CC=CC(C)C3C2=O)cc1 (stereo unspecified),5%,3%,u,-3%,7%,8%
O=C(NCc1ccccc1)c1nc(-c2cccs2)no1,-27%,3%,17,u,2%,11%
COc1ccc2c(c1)c(C(=O)CN1CCC3(CC1)OCCO3)c(C)n2Cc1ccccc1,19%,-15%,12,u,13%,-2%
O=C(COC(=O)Cc1ccc(S(=O)(=O)N2CCCCC2)s1)Nc1ccc2c(c1)OCO2,-55%,-25%,20,u,-8%,-2%
Cn1nc(C(F)(F)F)c(C#N)c1N1CCN(c2ccccn2)CC1,18%,7%,-21,-6%,-1%,9%
NC(=O)[C@H](Cc1cc2ccccc2s1)NC(=O)[C@@H]1CC2(CC(c3cccc(NC(=O)[C@@H]4CCC(=O)N4)c3)=NO2)CN1C(=O)c1ccccc1 (stereo partly specified),164%[activator],15%,-17,1%,-8%,16%
COC(=O)C1=C(c2cccc(C#N)c2)C[C@@H]2CC[C@H]1N2C(=O)N1CCC(C)CC1,99%[activator],-3%,7,4%,x,0%
CC(C)CN1C(=O)c2ccc(C(=O)Nc3ccccn3)cc2C1=O,-11%,1%,-11,2%,-2%,0%
CN(Cc1ccccc1F)C(=O)CN1C(=O)NC2(CCc3ccccc32)C1=O (stereo unspecified),-8%,1%,-6,0%,x,-1%
O=C(CCN1C(=O)c2ccccc2C1=O)Nc1ccncc1,-11%,1%,-16,-11%,-3%,-2%
COC(=O)Cc1[nH]n(-c2nc3ccccc3s2)c(=O)c1C(C)=Nc1ccc(C)cc1,-22%,-8%[57.1 µM],-78*,-7%,-9%,90%[activator]
Cc1ccc(S(=O)(=O)N(C)C)cc1NC(=O)CSc1nncs1,-9%,-1%,-8,-12%,x,-1%
COc1ccc(-c2nc3cc(C(C)C)ccc3o2)cc1NC(=O)c1ccc(C)c(Cl)c1,x,22%,10,19%,x,x
O=C(O)c1ccccc1C(=O)NCCCCCCNC(=O)c1ccccc1C(=O)O,-12%,2%,-5,0%,-3%,-7%
Cc1ccc(C)c(N(C(=O)CS(=O)CC(=O)Nc2ccc3c(c2)OCO3)C(C)C(=O)NC2CCCC2)c1 (stereo unspecified),43%,-17%,65,0%,6%,10%
COc1ccc(N2CCN(C(=O)CNC(=O)c3cn(-c4ccccc4OC)c(=O)c4ccccc34)CC2)cc1,137%[activator],-13%,u,2%,2%,-16%
CCn1c(C)cc(O)c(C(=O)Nc2cccc(Cl)c2)c1=O,-2%,-9%,-38,2%,x,14%
CS(=O)(=O)N1CCC(C(=O)Nc2cccc(Cl)c2)CC1,25%,18%,-22,4%,0%,-19%
Cc1ccc(NC2CCCN(C(=O)CCc3cn[nH]c3)C2)cc1C (stereo unspecified),-3%,-13%,3,u,-8%,-8%
O=C(Cn1ncc2ccc(Cl)cc21)NCc1ccc(F)cc1,x,6%,8,26%,x,x
COc1ccc(OCCCC(=O)N2CCN(S(=O)(=O)c3cccc(F)c3)CC2)cc1,96%[activator],-6%,-34,-16%,x,-5%
COc1cc(CNCc2cc(OC)ccc2OC)cc(OC)c1,-20%,-23%,-33,-9%,u,u
O=Cc1cn(Cc2ccc(Br)cc2)c2ccccc12,-33%,20%,-10,0%,-2%,-3%
CC(C)C[C@H](NC(=O)NCc1ccc(F)cc1)C(=O)O,-18%,4%,6,-14%,4%,2%

# 2 entries drawn at random from those above:
SMILES,AmpC no deterg,Sm TGR block,HCMV inh,AmpC inh detg,Giardia FBPA inh,AMA1 RON2 block
O=C(Cn1ncc2ccc(Cl)cc21)NCc1ccc(F)cc1,x,6%,8,26%,x,x
COc1ccc(N2CCN(C(=O)CNC(=O)c3cn(-c4ccccc4OC)c(=O)c4ccccc34)CC2)cc1,137%[activator],-13%,u,2%,2%,-16%

# (listing goes on)
SMILES,AmpC no deterg,Sm TGR block,HCMV inh,AmpC inh detg,Giardia FBPA inh,AMA1 RON2 block
CCCOC(=O)C1=C(C)NC2=C(C(=O)CC(C)(C)C2)C1c1ccc(N(C)C)cc1 (stereo unspecified),45%,0%,3,0%,-27%,-18%
Cc1ccc(S(=O)(=O)N(CC(=O)NCc2cccs2)c2ccccc2)cc1,-19%,-13%,-12,-13%,x,5%
CC(=O)NC(CSC(CC(=O)c1ccco1)c1ccc(C)cc1)C(=O)O (stereo unspecified),-25%,u,-15,-11%,-10%,-1%
O=C(COC(=O)c1cc(NS(=O)(=O)c2cccs2)ccc1O)Nc1ccccc1,u,-3%,2,3%,0%,9%
CC(C)N(C(=O)Cn1cc(S(=O)(=O)CC(=O)NCc2ccc(F)cc2)c2ccccc21)C(C)C,82%[activator],7%,-3,5%,x,0%
CCCCCC(=O)NC(Cc1ccc(OC)c([N+](=O)[O-])c1)C(=O)O (stereo unspecified),-5%,1%,-12,1%,12%,8%
CCOc1cccc(NC(=O)c2cnccc2C(F)(F)F)c1,-23%,-1%,15,-8%,-7%,-7%
CN1CCN(NC(=O)c2cc(-c3cccc(Cl)c3)nc3ccccc23)CC1,85%[activator],5%,-36,1%,6%,4%
Cc1oc(-c2ccccc2F)nc1CS(=O)CC(=O)NCc1ccc(Cl)cc1 (stereo unspecified),74%[activator],-30%,-23,-9%,5%,-3%
O=[N+]([O-])c1cc(-c2ccc(C(=S)N3CCOCC3)o2)ccc1Cl,-35%,u,53,u,u,u
COCCN(C(=O)COC(=O)C12CC3CC(CC(Cl)(C3)C1)C2)c1c(N)n(Cc2ccccc2)c(=O)[nH]c1=O,241%[activator],-1%,-13,u,x,9%
CC(=O)c1ccc(NC(=O)c2noc(C(C)C)c2[N+](=O)[O-])cc1,-31%,-33%,56,0%,-10%,0%

# Screening data deposited in PubChem BioAssay by National Center for Advancing Translational Sciences (NCATS).
